# Screening results (PubChem BioAssay)
# MPTP block: permeability transition pore inhibition; inhibition, % at 10 µM; isolated mouse mitochondria, Ca2+ swelling absorbance, 30 min; 1.4% of 360,000 active;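 active = inhibition of 50% or more, scaled per plate between neutral and stimulator controls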;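 also: 0% = DMSO wells given calcium and 100% = 1 mM EGTA wells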
# NLRP3 yeast inh: inhibitors of NALP3 inflammasome in yeast | inhibition, % at 10 µM | 0.39% of 330,000 active | Yeast reconstituted NLRP3/ASC/caspase-1, beta-gal luminescence, 24 h;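 active = inhibition of 50% or more; inactive = inhibition below 50%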;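 also: plate controls were induced DMSO wells for no effect and uninduced yeast grown without galactose for full effect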
# APJ agonist: agonists of human APJ apelin receptor. P35414. CHO-K1 APJ PathHunter beta-arrestin, luminescence; 0% DMSO wells, 100% apelin. activation, % at 20 µM. 0.11% of 330,000 active. AID 2520;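 active = activation more than six SD over the plate average, tested at 20 µM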;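 also: 0% = DMSO alone and 100% = apelin-13 at 10 nM; some results filed as inactive read as strong as hits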
# Target sequence (P35414 whole entry, looked up): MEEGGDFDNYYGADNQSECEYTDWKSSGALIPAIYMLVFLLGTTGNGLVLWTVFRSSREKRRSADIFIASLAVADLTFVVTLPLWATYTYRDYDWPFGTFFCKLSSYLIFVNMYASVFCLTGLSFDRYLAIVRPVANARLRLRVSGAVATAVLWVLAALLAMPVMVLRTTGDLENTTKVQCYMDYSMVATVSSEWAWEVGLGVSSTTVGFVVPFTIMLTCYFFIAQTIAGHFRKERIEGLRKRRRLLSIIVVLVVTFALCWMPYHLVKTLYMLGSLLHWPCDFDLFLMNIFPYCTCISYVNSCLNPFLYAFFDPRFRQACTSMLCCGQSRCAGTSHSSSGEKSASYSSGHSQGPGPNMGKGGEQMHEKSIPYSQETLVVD
#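 Material: engineered CHO-K1 APJ arrestin reporter cells; amount: 1000 CHO-K1 reporter cells seeded per well; incubation: compound stimulation 90 min at 25 °C, detection 60 min; signal: luminescent beta-gal fragment complementation, chemiluminescent substrate; read-out basis: APJ agonist activity; controls: DMSO-only wells as negative, 10 nM Apelin-13 as positive control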
# tim23-1 inh: inhibits growth of tim23-1 mutant yeast. S. cerevisiae tim23-1 growth, BacTiter-Glo luminescence, 24 h. 1.3% of 330,000 active. inhibition, % at 20 µM;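 active = growth inhibition of the mutant yeast at or above 50%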;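 also: temperature-sensitive mutant grown at 25 °C; plate controls were DMSO-treated mutant yeast for no effect and medium wells lacking yeast for full effect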
# APJ antagonist: APJ receptor antagonism; AID 2521; inhibition, % at 20 µM; CHO-K1 APJ beta-arrestin complementation, luminescence; 0.32% of 330,000 active;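 active = inhibition above about 40% at 20 µM, limit read from the data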;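 also: cells challenged with 10 nM apelin-13 agonist together with compound; plate controls were apelin-13 plus DMSO wells for no effect and DMSO wells lacking apelin-13 for full effect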
# GRIN3A LBD mod: modulators (binders) of human NR3A ligand-binding domain; Tm shift relative to glycine control, % at 25 µM; AID 1259313; NR3A LBD differential scanning fluorimetry, Tm shift; 0% = protein alone, 100% = glycine-bound protein; 2.5% of 340,000 active;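 active = melting temperature shift of at least 10% of the positive control shift, at one fixed dose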
# TIM10 inh: TIM10 yeast growth inhibition; S. cerevisiae TIM10 strain growth, BacTiter-Glo luminescence, 24 h; inhibition, % at 10 µM; 1.4% of 330,000 active; AID 463195;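 active = inhibition of 40% or more at the single tested concentration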;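 also: wild-type TIM10 isogenic control strain grown at permissive 25 °C; 0% = DMSO yeast wells and 100% = minimal medium wells without yeast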
# tim10-1 inh: tim10-1 yeast growth inhibition; S. cerevisiae tim10-1 ts strain growth, BacTiter-Glo, 24 h; 2.2% of 330,000 active; inhibition, % at 20 µM;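 active = inhibition of at least 40%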;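 also: mutant grown at 25 °C; 0% = DMSO wells with yeast and 100% = wells holding no yeast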
# beta cell repl: induces beta-cell replication in MIN6 cells; MIN6 cells proliferation, ATPlite luminescence, 48 h; cells starved in 0.2% serum; 100% = growth in 10% serum; proliferation, % at 10 µM; 0.29% of 330,000 active;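 active = compounds whose signal lies at least 3.5 SD above the mean of all wells on their plate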;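 also: 0% = DMSO-treated cells in low-serum medium and 100% = 10% serum control; some compounds called inactive have numbers as strong as hits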
# Active calls of the source: *; / = no result given.
SMILES,MPTP block,NLRP3 yeast inh,APJ agonist,tim23-1 inh,APJ antagonist,GRIN3A LBD mod,TIM10 inh,tim10-1 inh,beta cell repl
Cc1cccc(C(=O)NCc2nnc3c4ccccc4c(-c4ccccc4)nn23)c1,1.4,21,-5,36,5,-4,33,38,-3
CN1c2ccsc2/C(=N/NC(=O)c2c(F)cccc2F)CS1(=O)=O,-1.9,17,3,22,-1,1,2,15,2
Cc1scc(C(=O)NNC(=S)NCC(C)C)c1C,0.6,10,-3,-8,15,0,-2,0,0
CCOC(=O)Cc1c[nH]c(=S)[nH]c1=O,-0.1,21,0,4,28,/,5,-2,2
Cc1ccc(S(=O)(=O)c2cnc(-c3ccccc3)nc2N2CCCCC2)cc1,1.7,18,-6,8,25,0,18,3,-5
C=CCn1c(SCC(=O)Nc2sc3c(c2C#N)CCC3)nnc1C1COc2ccccc2O1 (stereo not drawn),0.5,20,-2,29,3,-11,8,15,-4
CCOc1ccccc1N(C(=O)CNC(=O)c1ccco1)C(C(=O)NC1CCCC1)c1ccncc1 (stereo not drawn),0.7,3,-2,16,8,0,-10,16,1
CCOC(=O)C(C)Sc1snnc1C (stereo not drawn),0.2,8,-3,6,11,-4,6,4,3
CCOc1cc(/C=C/C(=O)O)ccc1OCc1ccccc1,2.8,-13,0,-10,8,0,9,9,2
CCOc1ccc(N(CC(=O)NCc2ccc(OC)cc2)C(=O)CCC(=O)Nc2nccs2)cc1,0.2,8,0,-8,8,1,5,-7,1
O=C(Cn1ncc2c1-c1ccccc1OC2)N1CCN(c2ccccn2)CC1,-1.7,4,-3,5,7,0,-3,-1,2
CCCOc1cccc(C(=O)Nc2ccc(Br)cc2F)c1,1.9,11,-4,2,5,-13,6,0,0
CCOC(=O)N1CCN(C(=O)c2cccc(F)c2)CC1,-0.6,18,-3,-3,-7,-2,-4,12,-3
CC1=NN(c2ccc(Br)cc2)C(=O)/C1=C/c1cccs1,-3.5,8,-1,43,3,2,21,14,-7
COc1cccc(OCC(=O)Nc2ccncc2)c1,0.0,18,0,2,2,0,-7,-4,-3
CCN(CC)CCNC(=O)C(=O)Nc1ccc2c(c1)N(S(=O)(=O)c1cccs1)CCC2,-1.7,21,-3,-5,-54,-1,1,-5,2
Cn1c(SCC(=O)NC2CCCC2)nnc1-c1cccs1,1.1,8,0,-4,1,0,5,-8,0
CC(NC(=O)C(=O)c1cn(CC(=O)N2CCOCC2)c2ccccc12)c1ccccc1 (stereo not drawn),-1.1,4,-1,-1,-2,-1,4,-3,2
CCC(C)N=Cc1c(Nc2ccccc2)nc2c(C)cccn2c1=O (stereo not drawn),6.6,-11,-8,14,4,0,1,-3,0
COc1ccc(S(=O)(=O)N2CCOCC2)cc1NC(=O)COC(=O)C1CCC1,-0.1,14,3,5,-5,1,4,9,-4
COC(=O)c1ccc(N2CCOCC2)c(NC(=O)c2cccs2)c1,-0.2,9,5,15,-37,0,16,17,-2
CC1(C)Cc2cccc(C(=O)Nc3ccc(F)cc3F)c2O1,2.6,-31,-2,28,-9,2,3,15,4
CC1CCN(C(=O)c2ccc(N3C(=O)c4ccccc4C3=O)cc2)CC1,-0.3,10,-3,19,-6,-3,13,29,-2
CCC1CCCCN1C(=O)CSc1nnc(-c2ccc(Cl)cc2)o1 (stereo not drawn),-0.1,38,-4,16,-30,-1,5,27,-1
Cc1cccc(C(=O)OCC(=O)NC23CC4CC(CC(C4)C2)C3)c1O,0.0,22,-5,56*,-2,-2,38,14,-2
CCOc1ncccc1C(=O)NCCc1ccc(OC)cc1,-0.6,14,0,15,4,1,-4,28,0
Cc1c2c(nc3c(C(=O)NC4CCCCC4C)cnn13)CCCC2 (stereo not drawn),/,30,4,45,-2,/,23,22,1
CC(Oc1cccnc1[N+](=O)[O-])C(=O)Nc1ccc(Cl)cn1 (stereo not drawn),1.1,18,-2,29,-10,1,-1,16,-6
CCOc1cc(CNc2ccccc2)cc(Br)c1OCc1ccccc1F,4.2,33,-3,2,5,-9,6,1,-6
Cc1cc(C)n(-c2nc3c(c(=O)[nH]c(=O)n3C)n2C)n1,-0.1,6,1,6,-5,-1,0,11,-3

# Record cards, as listed above. Screens in order: MPTP block, NLRP3 yeast inh, APJ agonist, tim23-1 inh, APJ antagonist, GRIN3A LBD mod, TIM10 inh, tim10-1 inh, beta cell repl
# CCOc1cc(CNc2ccccc2)cc(Br)c1OCc1ccccc1F is listed as 4.2, 33, -3, 2, 5, -9, 6, 1, -6
# Cc1c2c(nc3c(C(=O)NC4CCCCC4C)cnn13)CCCC2 (stereo not drawn) is listed as /, 30, 4, 45, -2, /, 23, 22, 1
# Cc1cc(C)n(-c2nc3c(c(=O)[nH]c(=O)n3C)n2C)n1 is listed as -0.1, 6, 1, 6, -5, -1, 0, 11, -3
# CC1CCN(C(=O)c2ccc(N3C(=O)c4ccccc4C3=O)cc2)CC1 is listed as -0.3, 10, -3, 19, -6, -3, 13, 29, -2

# (continued)
SMILES,MPTP block,NLRP3 yeast inh,APJ agonist,tim23-1 inh,APJ antagonist,GRIN3A LBD mod,TIM10 inh,tim10-1 inh,beta cell repl
CCOC(=O)C1C(=O)CC(C)(O)C(C(=O)OCC)C1c1cccc(OC)c1 (stereo not drawn),-0.4,-8,-4,7,7,0,11,15,0
COc1ccccc1-n1cnnc1SCC(=O)Nc1ncc(Cl)cc1Cl,2.2,-7,-5,-5,5,-3,-7,15,-2
Cc1cc(C)c(C)c(S(=O)(=O)Nc2ccccc2C(=O)NCCCN2CCOCC2)c1C,1.1,1,-2,25,-1,2,22,5,8.2*
COc1ccc(CCN2C(=O)NC(NS(=O)(=O)c3ccc(NC(C)=O)cc3)(C(F)(F)F)C2=O)cc1OC (stereo not drawn),-0.6,3,-4,-5,-2,0,-13,-16,1
Nc1cc(-c2ccc(Cl)cc2)nn1-c1ccccc1,0.2,27,-2,16,4,-6,20,19,-4
C/C(=N\NC(=O)c1ccn(C)n1)c1ccc(NC(=O)c2cccc(F)c2)cc1,0.3,7,0,1,2,16*,0,3,-3
CCNC(=O)COc1ncnc2scc(-c3ccc(F)cc3)c12,-3.0,6,-1,5,-8,0,13,17,3
COc1ccc(-n2c(SCC(=O)Nc3cccc(C(=O)O)c3)nnc2-c2ccco2)cc1,0.3,19,-1,7,-2,1,4,-17,0
CCOC(=O)c1cc2sccc2n1Cc1ccc(C#N)cc1,0.2,27,-3,21,15,2,-3,-35,-5
Cc1ccc(Cl)cc1NC(=O)C1C2CCC(O2)C1C(=O)O (stereo not drawn),0.5,9,-2,-10,1,0,9,-10,-2
CCOC(=O)NC(=O)/C(C#N)=N/Nc1ccc(F)cc1,4.4,4,-6,6,18,-10,14,14,0
Cc1nn(CC(=O)NCc2ccccc2F)c(C)c1[N+](=O)[O-],2.3,-14,-4,6,12,0,6,-6,-1
Cc1cc(C(=O)CSc2nnc3ccccn23)c(C)n1-c1ccccc1,16,11,0,11,4,3,-1,-2,-4
Cc1c(NC(=O)c2ccc(Br)o2)cccc1C(=O)O,-0.7,6,-5,-7,6,0,2,8,-1
Cc1occc1C(=O)NC(C)c1ccc2c(c1)OCO2 (stereo not drawn),-1.5,21,-2,2,10,0,-8,11,-3
O=C(COC(=O)c1ccc(S(=O)(=O)N2CCCC2)cc1)NCc1ccc(Cl)cc1,-0.2,-1,1,0,-18,0,8,12,0
Cc1ccc(-c2ccc(=O)n(Cc3c(F)cccc3Cl)n2)cc1,0.3,26,-1,26,-4,-1,3,-8,-5
COc1cc2cc(CN(Cc3nnnn3Cc3ccco3)C3CCCCC3)c(=O)[nH]c2cc1OC,-8.0,-4,8,6,-43,-2,1,17,0
CCOC(=O)c1sc(NC(=O)/C=C/c2c(F)cccc2Cl)nc1C,1.2,12,-4,12,-8,-1,14,17,-1
CCOC(=O)C1=C(NC(=S)NC(=O)c2ccccc2)c2ccccc2CC1C(C)C (stereo not drawn),1.4,-5,-10,13,20,4,26,34,-4
COc1ccc(-c2cc(C(=O)Nc3sc4c(c3C#N)CCCC4)c3ccccc3n2)cc1OC,2.1,-1,-5,17,16,2,18,7,0
COC(=O)C1=C(CCc2ccccc2)NC(=O)NC1c1ccc(Br)cc1 (stereo not drawn),0.2,8,6,10,-96,-1,4,19,-5
CCN(CC(=O)Nc1c(F)cccc1F)C(=O)Cc1ccsc1,-1.9,8,0,-35,5,1,-3,-9,1
COc1cccc(C(=O)NNc2c3ccccc3nc3ccccc23)c1,2.0,27,-6,14,23,-1,5,-12,8
Cc1ccc(CNC(=O)Cn2cccc2C(=O)c2ccccc2)cc1,-0.9,9,-2,3,1,1,-14,12,0
O=C(CCn1c(=O)[nH]c2ccsc2c1=O)N1CCN(c2ccc([N+](=O)[O-])cc2)CC1,0.7,-9,-2,8,-10,-3,-14,-5,0
Cn1cc(-c2nnc(-c3ccccc3)o2)c2ccccc21,0.5,28,-9,6,8,5,24,13,3
COc1cc(NC(=O)CSc2nc3ccccc3c(=O)n2C)ccc1NC(=O)c1ccco1,1.2,-3,1,-56,10,13*,-43,1,-3
COc1ccccc1NS(=O)(=O)c1cccc(C(=O)NN)c1,-2.8,-4,3,17,-63,-1,11,6,-3
CCC(C)NC(=O)c1cc(-c2ccc(OC)cc2)on1 (stereo not drawn),-2.9,7,-3,8,12,-17,-13,32,-3
COc1cc(C(=O)OCC(=O)Nc2ccc(F)cc2F)cc(OC)c1OC,4.7,1,2,-2,-18,3,-2,11,3
CCN(CC)C(=O)C[n+]1cccc(/C=N/O)c1,0.0,-7,-3,9,-15,0,13,7,0
COCCNC(=O)c1cc(S(=O)(=O)N(C)c2ccccc2OC)ccc1C,-0.1,-6,-7,-1,-7,-5,0,11,1
Cc1ccc(N(CC(=O)Nc2c(C)cccc2C)S(C)(=O)=O)cc1,-0.3,1,-1,7,-6,-2,0,6,-1
COc1ccc(N(C(C)=O)c2nc3ccccc3[nH]2)cc1,-0.6,19,-1,-7,7,-1,-5,-1,2
CCOC(=O)Cc1nnc(NC(=O)C(CC)Sc2nc(C)cc(=O)[nH]2)s1 (stereo not drawn),-0.2,8,0,13,-64,-1,3,2,-3
O=C(NC(N1CCOCC1)C(Cl)(Cl)Cl)c1ccco1 (stereo not drawn),-2.5,-5,1,10,-9,0,2,12,-1
Cc1[nH]c2ccccc2c1-c1csc(NC(=O)CSCCO)n1,1.4,19,2,11,-2,-2,15,19,-4
COc1ccc(C(CNC(=O)c2ccc(-c3nc4ccccc4s3)o2)N2CCCC2)cc1 (stereo not drawn),-0.7,18,-1,11,4,-4,20,14,-6
O=C(COCC(=O)Nc1cccc(C(F)(F)F)c1)Nc1cccc(C(F)(F)F)c1,14,8,-3,-4,6,10,18,25,-6
Cn1c2c(c(=O)n(C)c1=O)C(NC(=O)c1cccs1)(C(F)(F)F)C(=O)N2 (stereo not drawn),-2.1,12,0,6,0,5,4,3,0
CC1CCN(C(=S)c2ccc(-c3ccc(Cl)cc3Cl)o2)CC1,35,10,-3,18,-2,2,26,16,-3
O=C(NCc1ccccc1)C1=C[C@H](c2ccc(C(F)(F)F)cc2)C[C@H](OCCCCO)O1,-0.7,7,-8,29,9,-27,2,29,-7
CC(=O)NS(=O)(=O)c1ccc(NC(=O)c2ccc3c(c2)OCO3)cc1,-1.7,14,-4,9,8,1,-1,3,-2
Cc1cc(NC(=O)NCC(F)(F)F)no1,-0.1,2,0,22,-10,-1,-1,10,1
CCN(C(=O)CSc1nnc(SC)s1)c1c(N)n(Cc2ccccc2)c(=O)[nH]c1=O,-0.6,7,-4,6,5,0,5,-2,6

# Rows are unselected; overall some 7.2% were active at least once.
